Source: PubChem (National Center for Advancing Translational Sciences (NCATS))
ALOX12 inhib: blocks human 12-lipoxygenase activity. 0.12% of 150,000 active. purified 12-hLO, xylenol orange hydroperoxide absorbance. Potency, µM (highest dose often 57.1 µM), without a hit: at the highest dose activity change, negative = inhibition, usual class: inhibitors. AID 1452. P18054; note: potency is the fitted concentration of half-maximal effect; nearly all actives have a fitted effect of over 55% in size; many of its hits are not listed in these tables
Target sequence (P18054 whole entry, looked up): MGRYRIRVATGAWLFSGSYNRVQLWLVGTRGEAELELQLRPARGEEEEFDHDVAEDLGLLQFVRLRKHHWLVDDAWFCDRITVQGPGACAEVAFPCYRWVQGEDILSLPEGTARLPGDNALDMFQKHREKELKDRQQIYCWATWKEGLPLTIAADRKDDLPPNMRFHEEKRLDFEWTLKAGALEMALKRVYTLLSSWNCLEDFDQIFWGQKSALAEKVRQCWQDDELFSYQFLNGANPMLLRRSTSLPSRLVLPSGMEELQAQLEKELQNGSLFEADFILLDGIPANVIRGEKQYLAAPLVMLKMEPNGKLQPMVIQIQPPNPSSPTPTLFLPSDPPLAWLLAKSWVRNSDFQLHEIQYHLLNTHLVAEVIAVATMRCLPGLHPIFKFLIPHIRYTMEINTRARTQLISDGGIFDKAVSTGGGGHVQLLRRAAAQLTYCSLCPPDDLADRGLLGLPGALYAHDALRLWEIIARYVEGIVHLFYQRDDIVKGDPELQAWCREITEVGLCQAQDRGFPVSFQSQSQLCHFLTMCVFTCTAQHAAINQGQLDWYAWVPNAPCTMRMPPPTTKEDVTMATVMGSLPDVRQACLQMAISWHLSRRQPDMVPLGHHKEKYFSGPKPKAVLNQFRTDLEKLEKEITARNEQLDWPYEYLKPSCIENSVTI
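Hydroperoxide formation by human 12-lipoxygenase from 40 uM arachidonic acid was followed colorimetrically via ferric-xylenol orange complex, using the 573/405 nm absorbance ratio. Enzyme concentration was 150 nM, with 30 min reaction at room temperature.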
15-hLO-2 inh: blocks human 15-lipoxygenase 2 activity. AID 881. O15296. purified 15hLO-2, xylenol orange hydroperoxide absorbance. Potency, µM (highest dose often 57.1 µM), inactives show top-dose activity change, negative = inhibition, hits mostly inhibitors. 0.56% of 110,000 active; note: potency is the fitted concentration of half-maximal effect; nearly all actives have a fitted effect of over 60% in size; many of its hits are not listed in these tables
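Purified human 15hLO-2 (50 nM final) preincubated with compounds 15 min at room temperature in 25 mM Hepes pH 7.5, 0.01% Triton X-100, then 45 uM arachidonic acid added for 90 min; hydroperoxide detected via ferrous/xylenol orange, 573/405 nm absorbance ratio.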
IMPase inh: membrane-permeable compound that blocks inositol monophosphatase; P97697; CHO-M1 cells, IP1 accumulation, HTRF TR-FRET ratio; inhibition (IP1 accumulation), % at 46.1 µM; 120,000 tested, under 10 active; active = well fitted curve in the direction sought with a large enough effect in the signal ratio, not every such curve was filed as active; inconclusive = small, poorly fitted or top-dose-only effect, or a change in a side signal; inactive = no such curve, though single readings can be large or run the other way; the % refers to the signal ratio;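 note: cells stimulated with carbachol in lithium chloride buffer; plate controls were DMSO basal wells for no effect and reference inhibitor wells for full effect; higher means more IMPase inhibition seen as more IP1 and lower FRET ratio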
Target sequence (P97697 whole entry, looked up): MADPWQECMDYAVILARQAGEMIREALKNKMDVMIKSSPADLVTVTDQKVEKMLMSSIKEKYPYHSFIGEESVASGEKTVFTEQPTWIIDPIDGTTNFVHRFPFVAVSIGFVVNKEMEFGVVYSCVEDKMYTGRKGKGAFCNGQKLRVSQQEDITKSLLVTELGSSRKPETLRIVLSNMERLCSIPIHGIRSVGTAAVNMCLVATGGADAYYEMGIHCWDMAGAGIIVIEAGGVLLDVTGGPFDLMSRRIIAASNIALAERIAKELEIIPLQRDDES
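CHO-M1, 2000 cells/well, cultured 16–30 h; cpd up to 46 uM; carbachol (50 uM solution, stimulation buffer w/ 50 mM LiCl, pH 7.4), 30 min 37C; IP-One TR-FRET, 10 min RT; Ex 320/Em 665, 620; Hill-fit AC50.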
PNC inhibitor: blocks assembly of the perinucleolar compartment; PC3M PTB-GFP, PNC prevalence imaging, 16 h; active compounds read low; activity change (PNC), negative = inhibition, % at 10 µM; 3.1% of 140,000 active;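 active = readout at or below -70, meaning at least 70% loss of cells showing the perinucleolar compartment, a nuclear body marking cancer cells; inconclusive = readout between -30 and a set limit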;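 note: plate controls were DMSO wells for no effect and camptothecin positive control wells for full effect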
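Read-out is percentage of cells bearing a perinucleolar compartment, from automated 20x imaging of fixed, Hoechst-stained PC3M PTB-GFP cells. Cells were seeded 4 h, then exposed 16 h to compound (23 nl of library stock) in duplicate plates.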
* = called active by the depositor; u = inconclusive; x = no result given; & = joins results of further samples; [ ] = remark or other dose. Unless noted, calls come from the whole dose curve; as a rule, active = well fitted curve in the direction sought with a large enough effect; inconclusive = small, poorly fitted or top-dose-only effect, or another doubt; inactive = no such curve, though single readings can be large; an effect the other way counts as inactive or inconclusive. Unless noted, % is set by controls: 0 for no effect and ±100 for the full control effect. These rows are one share of the data (hit frequency here may not be typical).

SMILES	ALOX12 inhib	15-hLO-2 inh	IMPase inh	PNC inhibitor
COc1cccc(C(C(=O)NC2CCCC2)N(Cc2ccc(C)cc2)C(=O)c2ccco2)c1OC (stereo unspecified)	-3%	x	10	48
Cc1noc(C)c1CSc1nc2ccccc2c(=O)n1-c1ccc(Cl)cc1	6%	-2%	12	-30
Cc1ccc(S(=O)(=O)N2CCC(C(=O)N[C@@H](C)C(=O)NCc3ccccc3)CC2)cc1	-2%	9%	12	-27
CCCCn1ccnc1C(=O)c1ccc(S(=O)(=O)N(CCOC)CCOC)cc1	-2%	-10%	5	70
CCC(c1nnnn1Cc1ccco1)N(CCN1CCOCC1)Cc1cc2cc(C)ccc2[nH]c1=O (stereo unspecified)	-13%	20%	-11	50
O=C(N/N=C/c1ccsc1)c1cc(-c2cccs2)nc2ccccc12	-10%	x	x	u
Cc1nn(-c2ccc(F)cc2)c(Cl)c1/C=N/NC(=O)c1cccc(S(=O)(=O)N2CCCC2)c1	-2%	x	x	u
COc1ccc(OC)c(NC(=O)C2CCN(c3ncccn3)CC2)c1	-1%	12%	-3	63
COc1ccc(C(O)C(CN2CCOCC2)c2ccccc2)cc1F (stereo unspecified)	6%	3%	-8	23
CC(C)NC(=O)N1CC[C@@]2(CCCN(C(=O)c3cccn3C)C2)C1	-1%	4%	x	x
O=C(Nc1cccc(S(=O)(=O)NC2=NCCCCC2)c1)c1cc(-c2ccc(Cl)cc2)nc2ccccc12	0%	x	x	-27
CCNc1nc(Oc2ccc(Cl)cc2Cl)cc(C(F)(F)F)n1	2%	9%	10	-2
COC(=O)C(NC(=O)c1ccccc1Cl)(Nc1ncc(S(=O)(=O)c2ccc([N+](=O)[O-])cc2)s1)C(F)(F)F (stereo unspecified)	0%	-3%	4	-11
C=CCNC(=O)COc1ccc(Br)cc1Cl	-2%	2%	2	-114*
O=C(NCc1cccnc1)c1ccc(CS(=O)(=O)c2ccc(Br)cc2)o1	-3%	2%	2	u
Cc1ccccc1C1=NC(c2ccc(F)cc2F)ON1 (stereo unspecified)	u	-13%	12	u
COc1ccc(-n2cnc3ccccc32)cc1	-11%	14%	-5	-16
O=C1C(NS(=O)(=O)c2cccs2)=C(N2CCN(c3cccc(C(F)(F)F)c3)CC2)C(=O)c2ccccc21	-3%	-15%	5	u
COc1cccc(C(=O)Nc2ccc(-c3nc4ccccc4o3)c(O)c2)c1	2%	5%[11.4 µM]	-13[1.84 µM]	u
CCCCOc1ccc(C(=O)N/N=C/c2ccc(OCCN3CCCCC3)c(OC)c2)cc1	3%	x	x	23
O=C(c1cc2ccccc2oc1=O)N(Cc1ccco1)CC1CCCO1 (stereo unspecified)	-1%	5%	2	-24
O=C(CSCc1ccc(Cl)cc1)NCC1CCCO1 (stereo unspecified)	1%	4%	2	36
Cc1ccc(CSc2ccc(-c3ccc4c(c3)OCO4)nn2)cc1	-1%	x	-13	8
Nc1ccc(-c2nnc(-c3ccc(-c4ccccc4)cc3)o2)cc1	-10%	u	u	u
COc1ccc(NC(=O)C2CCN(C(=O)c3ccc(OC)cc3)CC2)cc1	13%	-3%	5	28

(cont.)
SMILES	ALOX12 inhib	15-hLO-2 inh	IMPase inh	PNC inhibitor
CS/C(=C\[N+](=O)[O-])Nc1ccc(F)cc1	-3%	-8%	-23	-16
CC1CCN(c2ccc(NC(=S)NC(=O)c3ccco3)cc2)CC1	-3%	-17%	-3	39
Cc1cc(NC(=O)c2ccc3c(c2)OCO3)ccc1NC(=O)c1ccco1	-2%	x	12	-3
COc1ccc(OC)c(C(=O)COC(=O)C2CC3CCCC(C2)C3=O)c1 (stereo unspecified)	0%	4%	10	u
COC(=O)c1ccccc1NC(=O)Cn1c(CCC(=O)O)ccc1-c1cccs1	-5%	-12%	-2	-9
COc1ccc(CCNC(=O)c2ccc(Cl)cc2Cl)cc1	-9%	-3%	4	31
Cn1c(=O)cc(OCCCC(=O)NC2CCCC2)c2ccccc21	-4%	-3%	4	-13
CCC(CC)c1nnc(NC(=O)c2c(C)nn(Cc3ccccc3Cl)c2C)s1	-19%	21%	1	33
O=C(Cn1c(=O)n(CCCCC(=O)NC2CCCC2)c(=O)c2ccccc21)NCCC1=CCCCC1	-5%	-11%	1	80
Cc1cc(C)cc(CC2CC(=O)N(c3ccc4c(c3)OCCO4)C2=O)c1 (stereo unspecified)	0%	-1%	3	1
Cc1ccccc1S(=O)(=O)Cc1ccc(C(=O)N2CCN(C3CCCCC3)CC2)o1	1%	x	-8	-12
O=C1CC(c2ccc(Cl)cc2)SC(N(c2ccccc2)c2ccccc2)=N1 (stereo unspecified)	-1%	x	x	41
CC1CCCCN1c1cc(C#N)c(C#N)cc1[N+](=O)[O-] (stereo unspecified)	2%	-8%	2	17
Cc1cc(C)nc(NC(=O)c2cc([N+](=O)[O-])cc([N+](=O)[O-])c2)n1	0%	x	x	-113*
Cc1ccc(N2C(=O)c3cccc4c(Oc5ccccc5[N+](=O)[O-])ccc(c34)C2=O)c(C)c1	-1%	x	x	-11
O=C(Nc1cccc(Cl)c1)OCc1cnc(Cl)s1	1%	3%	8	14
Cc1cc(C)c2c(=O)n(CC(=O)NCCCN3CCOCC3)sc2n1	-13%	-15%	-1	u
COc1cc(O)c2c(=O)c(O)c(-c3ccc(O)c(O)c3)oc2c1	-18%	u	x	x
O=C(NC(=S)NCC1COc2ccccc2O1)c1ccccc1 (stereo unspecified)	13µM*	x	13	u
Cc1nc(-n2[nH]c3c(c2=O)CCCC3)[nH]c(=O)c1Cc1ccccc1	-3%	x	8	37
CCOC(=O)c1[nH]c(C)c(/C(O)=C2\C(=O)C(=O)N(CCN(C)C)C2c2cccc(OC)c2OC)c1C (stereo unspecified)	1%	-6%	-7	-5
CCCCNCCOCCOc1ccc(C)cc1Br	0%	x	x	7
c1cncc(-c2nnc(C3CCCCC3)o2)c1	2%	0%	5	-14
O=C(CCN1c2ccccc2Sc2ccccc21)OCc1nnc(-c2ccccc2)o1	-6%	-11%	1	u
Cc1nc(CSc2nnc3scc(-c4ccc(Cl)cc4)n23)cs1	1%	-1%	2	7

Next entries follow.
SMILES	ALOX12 inhib	15-hLO-2 inh	IMPase inh	PNC inhibitor
CC1CC(C)CN(C2CCN(Cc3cccnc3)CC2)C1 (stereo unspecified)	-9%	-13%	1	-16
Clc1ccccc1-c1nnc2sc(-c3ccco3)nn12	-3%	-10%	6	19
CC(C)(Oc1ccc(Cl)cc1)C(=O)NCc1ccco1	-25%	-29%	-3	u
CCN(CC)CC(O)Cn1c2ccccc2c2ccccc21 (stereo unspecified)	8%	20%	3	0
O=c1o[nH]c(-c2ccccc2)c1C1=NCCCCC1	-7%	-2%	-2	12
COc1ccc(NC(=O)/C(C#N)=C\C=C\c2ccco2)cc1	1%	x	7	9
COCc1cc(C)nc2sc3c(=O)n(Cc4ccco4)nnc3c12	-1%	0%	3	u
CC1(C)Cc2c(c(N3CCOCC3)nc3sc4c(=O)[nH]cnc4c23)CS1	-8%	-12%	-3	-27
COc1ccc(NC(=O)Nc2nnc(N3CCCCC3C)s2)cc1OC (stereo unspecified)	0%	x	x	38
CCn1cc(C(=O)NCCN(C)CCc2ccccc2)c(=O)c2cc(S(=O)(=O)N(C)C)ccc21	-4%	14%	15	u
CCC(=O)Nc1ccc(NC(=O)C23CC4CC(CC(C4)C2)C3)cn1	-1%	-6%	-11	-19
O=S(=O)(c1ccccc1)c1nc(-c2ccccc2)oc1NCc1cccnc1	0%	12%	1	u
FC(F)(F)c1nc2ccccc2n2c(-c3ccc(Cl)cc3)nnc12	7%	x	5	32
Oc1ccc(/C=N/Nc2nc(-c3ccc(Cl)cc3)cc(C(F)(F)F)n2)cc1	-16%	x	x	u
CCC(C)Sc1nc(O)c(Cc2ccccc2)c(=O)[nH]1 (stereo unspecified)	-5%	-6%	-5	-13
O=C(CC(c1ccccc1)c1cc(Br)ccc1O)NCCN1CCOCC1 (stereo unspecified)	8%	36%[activator]	5	-13
CCN(CC)c1ccc(C2C3CCCCC3(O)CCN2CC(=O)Nc2ccccc2)cc1 (stereo unspecified)	-1%	42%[activator]	1	-23
N#Cc1cc2c(nc1SCC(=O)N1CCCCC1)CCCC2	0%	-4%	9	68
Cc1ccc(N(Cc2cc3cc(C)ccc3[nH]c2=O)C(=O)c2cccs2)cc1	-5%	x	0	-19
CCCOC(=O)c1ccc(NC(=O)C2C3C=CC(O3)C2C(=O)O)cc1 (stereo unspecified)	-19%	u	2	25
CCOC(=O)C1=C(C)Nc2nc(SC)nn2C1c1ccc(C(=O)OC)cc1 (stereo unspecified)	-7%	x	1	61
CCC[C@@H]1C[C@@]1(CCC)C(NC(=O)c1ccccc1)c1cccc(Cl)c1 (stereo partly specified)	2%	1%	x	x
CCC(=O)NC(=S)Nc1ccc(OC)cc1OC	-3%	x	x	-18
CC1CN(c2cc(=O)n(Cc3ccc(F)cc3)c(=O)[nH]2)CC(C)O1 (stereo unspecified)	-1%	2%	3	-5
Cc1cc(NC(=O)c2c(Cl)cnn2C)no1	-5%	-3%	-6	u

A draw from above in order of molecular weight, descending.
SMILES	ALOX12 inhib	15-hLO-2 inh	IMPase inh	PNC inhibitor
FC(F)(F)c1nc2ccccc2n2c(-c3ccc(Cl)cc3)nnc12	7%	x	5	32
CC1CN(c2cc(=O)n(Cc3ccc(F)cc3)c(=O)[nH]2)CC(C)O1 (stereo unspecified)	-1%	2%	3	-5
N#Cc1cc2c(nc1SCC(=O)N1CCCCC1)CCCC2	0%	-4%	9	68
CCN(CC)CC(O)Cn1c2ccccc2c2ccccc21 (stereo unspecified)	8%	20%	3	0
CC1CC(C)CN(C2CCN(Cc3cccnc3)CC2)C1 (stereo unspecified)	-9%	-13%	1	-16
Cc1cc(NC(=O)c2c(Cl)cnn2C)no1	-5%	-3%	-6	u

Next section
SMILES	ALOX12 inhib	15-hLO-2 inh	IMPase inh	PNC inhibitor
CCn1cc(C(=O)NC2CCCCC2)c(=O)c2ccc(C)nc21	-2%	-6%	-3	u
Cc1ccc(Oc2cc(NC(=O)CCCn3nc(C)c([N+](=O)[O-])c3C)cc([N+](=O)[O-])c2)cc1	4%	x	x	5
O=[N+]([O-])c1ccc(Cl)cc1Sc1cccc2cccnc12	1%	x	7	45
Cc1nc2nc[nH]n2c(=O)c1NC(=O)CC12CC3CC(CC(C3)C1)C2	5%&3%	-7%&-2%	-15&6	-3&-22
Cc1nc(CN2CCN(C(=O)c3ccc(C(C)(C)C)cc3)CC2)cs1	3%	18%	6	u
CC1CN(c2cc(=O)n(-c3ccccc3)c(=O)[nH]2)CC(C)O1 (stereo unspecified)	-1%	2%	-8	14
CN(C)c1cc[n+](Cc2ccccc2)cc1	1%	5%	15	10
Cc1nc2nc3c(c(=O)n2[nH]1)CCC3	-4%	-2%	1	u
COc1ccccc1NC(=S)NC(=O)/C=C/c1ccco1	u	x	x	4
COc1ccc(C2C(C(=O)Nc3ccccc3)=C(C)N=C3SCC(=O)N32)cc1 (stereo unspecified)	-1%	x	0	200
COC(=O)CSc1nnc(-c2ccc(OC)cc2OC)o1	-5%	5%	-1	u
CCOC(=O)c1c(C)c(C)n(Cc2ccc(OC)c(OC)c2)c1C	-3%	x	x	13
CC1Cc2nc(SCC(=O)Nc3ccc4c(c3)OCCO4)n(C)c(=O)c2S1 (stereo unspecified)	-10%	-9%	4	u
COc1ccc(-c2[nH]c(-c3ccc4c(c3)OCO4)nc2-c2ccccc2)cc1	-22%	65%[activator]	-6	-21
Cc1ccn2c(-c3csc(NCc4ccccc4)n3)c(C)nc2c1	u	x	19	u
O=C(NNc1ccccc1Br)C(=O)n1ccc2ccccc21	-4%	x	x	4
O=C(NC(c1ccccc1)c1ccccc1)C1CCCN(S(=O)(=O)c2cnc[nH]2)C1 (stereo unspecified)	-6%	3%	0	20
